Anthrax LF inh2: inhibitors of Bacillus anthracis lethal factor protease; P15917; multiplex microsphere protease cleavage assay, LF; inhibition, % at 10 µM; 360,000 tested, 0.12% active; AID 588501; also: plate controls were buffer without enzyme for full effect and enzyme alone for no effect
Vc quorum ag: inducers of Vibrio cholerae quorum light production without autoinducers; V. cholerae BH1578 lux reporter, luminescence, 6 h; activation, % at 18.7 µM; 350,000 tested, 0.16% active; AID 588436; in the data active = activation mostly above about 9.7%, no sharp cut-off; inconclusive = no clear call, values can overlap the other calls; inactive = mostly below about 3.7%; also: not every result past the cut was called active; inactives centre near 0; reference of the scale not given here
PrPC surface inh: reduces human prion protein on the cell surface; P04156; cell surface PrPC, TR-FRET read-out; inhibition, % at 13.8 µM; 370,000 tested, 0.43% active; AID 720596; in the data active = inhibition above about 24%; also: 0% = median of the test wells and 100% = reference compound wells
Yp Topo-I inh: blocks Yersinia pestis topoisomerase I activity; Y. pestis Topo-I cleavage product accumulation, plate reader; activity, % at 10 µM; 360,000 tested, 0.064% active; in the data active = activity above about 50%, passing the limit was not always enough; inconclusive = no clear call, values can overlap the other calls; also: inactives centre near 2
BoNT-A LC inh2: BoNT A light chain protease inhibition; 360,000 tested, 0.17% active; inhibition, % at 10 µM; multiplex microsphere protease substrate cleavage, flow cytometry; AID 588499; also: plate controls were buffer without enzyme for full effect and enzyme alone for no effect
PfHsp40 yeast: rescue of PfHsp40-mediated yeast toxicity; S. cerevisiae expressing PfHsp40, growth rescue, ATP luminescence; 340,000 tested, 0.68% active; growth rescue, % at 12.5 µM; in the data active = growth rescue above about 28%, passing the limit was not always enough; inconclusive = no clear call, values can overlap the other calls;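 also: yeast W303a lacking pdr1 and pdr3 grown in galactose medium; growth measured after three days at 30 °C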
SARS 3CLpro inh: SARS-CoV 3CLpro protease inhibition. P0C6X7. recombinant SARS-CoV 3CLpro, quenched FRET peptide cleavage. inhibition, % at 6 µM. 290,000 tested, 0.14% active; in the data active = inhibition above about 12%
PriA SSB inh: inhibitors of Klebsiella pneumoniae PriA binding to SSB C-terminal tail; AlphaScreen SSBct-PriA binding, biotinylated peptide; inhibition, % at 33 µM; 430,000 tested, 0.6% active; in the data active = inhibition mostly above about 37%, no sharp cut-off; inactive = mostly below about 20%;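 also: plate controls were negative control peptide for no effect and reference peptide for full effect; strong numbers were not always called active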
TcdB GH inh: TcdB glycohydrolase inhibition; TcdB glycohydrolase enzymatic assay, plate reader; 350,000 tested, 0.24% active; AID 652162; P18177; inhibition, % at 9.99 µM; in the data active = inhibition above about 10%
Numbers without * were called inactive; i = inactive; ? = inconclusive; . = no result given; & = joins results of further samples. Rule as the data show it, unless noted: active = inhibition above about 30%; inconclusive = no clear call, values can overlap the other calls; inactive = below that. These rows are one share of the data; rates above refer to the full screens.

SMILES	Anthrax LF inh2	Vc quorum ag	PrPC surface inh	Yp Topo-I inh	BoNT-A LC inh2	PfHsp40 yeast	SARS 3CLpro inh	PriA SSB inh	TcdB GH inh
O=C(COC(=O)c1cccc(Cl)c1Cl)NCCN1C(=O)CSC1=O	-2	-0.7	-4	-1	0.5	-1.4	1	-3	0.8
CN1CCN(c2ccccc2/C=C2/C(=O)Nc3ccccc32)CC1	0	i	-14	6	-0.1	-2.4	0	9	0.0
CCN(C(=O)COC(=O)c1ccc(Cl)c(S(=O)(=O)N2CCCCC2)c1)C1CCS(=O)(=O)C1 (stereo unspecified)	0	-0.7	10	17	8.9	0.4	.	-8	-0.4
CC(=O)Nc1cc[n+](C(C)C(=O)c2ccccc2)cc1 (stereo unspecified)	0	i	1	7	-5.4	-0.4	-3	-9	-0.9
CCCOC(=O)c1cccc(NC(=O)C(C)(C)C)c1	1	-3.0	15	-3	-0.3	-0.7	2	-8	.
COc1ccccc1NC(=O)COC(=O)c1[nH]c(=O)[nH]c(=O)c1N	-4	-0.5	-9	-6	0.7	0.2	.	6	-1.8
CN(Cc1cccc(F)c1)C(=O)c1ccccc1Sc1ccccc1C#N	-2	10	-3	21	0.6	1.9	12	-9	1.6
COc1ccc(CN2CCCCCC2)cc1Br	-19	-0.4	-2	-4	?	0.1	0	-1	-0.4
O=S(=O)(Nc1ccn(-c2ccccc2)n1)c1ccc(Br)cc1	-7	-0.7	1	-1	0.4	60*	3	-6	3.5
CCOC1=CC(=O)OC(c2ccccc2)C1 (stereo unspecified)	-11	i	-7	7	0.1	-0.8	.	-5	1.2
O=[N+]([O-])c1ccc(NCc2ccccc2)c2nonc12	.	.	-11	.	.	.	-30	8	-0.1
Cc1ccccc1C(=O)Nc1nnc(SCC(=O)NC2CC2)s1	1	i	3	2	0.3	-0.9	-7	-5	0.3
Cn1c(=O)c(=O)n(C)c2cc(S(=O)(=O)NCCc3ccccc3)ccc21	0	-1.3	7	1	?	0.2	1	-10	-0.2
Oc1ccccc1N1CCN(C(c2ccccc2)c2ccccc2)CC1	0	i	1	-2	-1.2	1.7	1	3	-0.4
O=C(Nc1cc2c(cc1Cl)OCCCO2)c1ccco1	-5	-0.4	-6	-6	-0.9	0.6	-1	2	.
O=C(CN(C(=O)CCC(=O)Nc1nccs1)c1cccc(F)c1)NCC1CCCO1 (stereo unspecified)	0	-0.3	4	7	0.3	-0.7	1	-12	.
Cc1nn(CCC#N)c2nc(-c3ccccc3)cc(C(F)(F)F)c12	0	i	0	34	-1.0	0.8	2	4	.
O=C(NNC(=O)c1cccc(Br)c1)Nc1ccc(Cl)cc1	-6	1.0	-1	9	-1.1	0.4	8	-6	1.3
CC(=O)NC(c1ccc(F)c(F)c1)c1nc(-c2cccc(C(F)(F)F)c2)cs1 (stereo unspecified)	2	0.8	2	6	0.2	.	.	.	-2.9
COc1cccc(-n2nnnc2SCC(=O)NCc2ccc3c(c2)OCO3)c1	0	i	2	-6	?	-1.1	0	3	1.2
CC(C)c1ccc(C2(C)NC(=O)N(CC(=O)NC3(C#N)CCCC3)C2=O)cc1 (stereo unspecified)	0	-2.5	-6	8	-3.1	-1.1	.	-7	-0.3
COc1ccc(C2(C(=O)N3CCC(n4nc(-c5ccccc5)oc4=O)CC3)CC2)cc1	-1	2.1	.	34	0.0	1.2	-5	14	.
O=C(NCCCN1CCCC1=O)C1CCN(S(=O)(=O)N2CCOCC2)CC1	-2	0.5	7	0	-0.5	0.6	0	-6	.
Cn1c(=O)[nH]c(=O)c2c1nc(SCCN1CCOCC1)n2CCCc1ccccc1	-11	-0.6	12	3	-1.8	-0.6	1	-5	-8.8
COc1cccc(-c2nc(CS(=O)CC(=O)N3CCC4(CC3)OCCO4)c(C)o2)c1 (stereo unspecified)	1	i	-7	0	?	0.5	0	-1	.

7 records drawn at random from the list so far, as already listed:
SMILES	Anthrax LF inh2	Vc quorum ag	PrPC surface inh	Yp Topo-I inh	BoNT-A LC inh2	PfHsp40 yeast	SARS 3CLpro inh	PriA SSB inh	TcdB GH inh
O=C(NCCCN1CCCC1=O)C1CCN(S(=O)(=O)N2CCOCC2)CC1	-2	0.5	7	0	-0.5	0.6	0	-6	.
COc1cccc(-n2nnnc2SCC(=O)NCc2ccc3c(c2)OCO3)c1	0	i	2	-6	?	-1.1	0	3	1.2
CC(C)c1ccc(C2(C)NC(=O)N(CC(=O)NC3(C#N)CCCC3)C2=O)cc1 (stereo unspecified)	0	-2.5	-6	8	-3.1	-1.1	.	-7	-0.3
O=C(COC(=O)c1cccc(Cl)c1Cl)NCCN1C(=O)CSC1=O	-2	-0.7	-4	-1	0.5	-1.4	1	-3	0.8
CC(=O)NC(c1ccc(F)c(F)c1)c1nc(-c2cccc(C(F)(F)F)c2)cs1 (stereo unspecified)	2	0.8	2	6	0.2	.	.	.	-2.9
CC(=O)Nc1cc[n+](C(C)C(=O)c2ccccc2)cc1 (stereo unspecified)	0	i	1	7	-5.4	-0.4	-3	-9	-0.9
Oc1ccccc1N1CCN(C(c2ccccc2)c2ccccc2)CC1	0	i	1	-2	-1.2	1.7	1	3	-0.4

New compounds follow:
SMILES	Anthrax LF inh2	Vc quorum ag	PrPC surface inh	Yp Topo-I inh	BoNT-A LC inh2	PfHsp40 yeast	SARS 3CLpro inh	PriA SSB inh	TcdB GH inh
Cc1ccc(-c2csc(CC(N)=O)n2)cc1	-3	1.4	-5	-1	0.1	-0.3	-2	7	0.5
Cc1ccc(OCCCNC2CCCC2)cc1	0	-5.5	-6	5	0.4	-1.4	-2	-7	-0.2
COc1cc(NC(=O)c2ccccc2)c(OC)cc1NC(=O)CSc1[nH]c(=O)cc(C)c1C#N	-18	-0.2	3	12	-4.0	0.1	1	1	0.6
CC(=O)Nc1ccc(OS(=O)(=O)c2cc(Cl)ccc2C)cc1	0	-0.3	6	-2	-0.7	6.6	-1	-7	2.6
CC(C)(C)C(=O)COC(=O)C1CC(=O)N(c2ccccc2)C1 (stereo unspecified)	0	-0.2	1	-3	-0.1	-0.1	0	-3	1.3
CN(CC(=O)Nc1ccccc1C(=O)N1CCCC1)S(=O)(=O)c1ccc(Cl)cc1	1	-0.2	3	5	-0.7	2.0	1	-7	.
O=C(Nc1nccs1)C1CCN(S(=O)(=O)c2cnc[nH]2)CC1	-1	i	-2	2	-0.3	-0.1	-3	-15	.
CC(NC(=O)/C=C/c1ccco1)c1nc2ccccc2n1Cc1c(Cl)cccc1Cl (stereo unspecified)	1	-0.3	4	19	-0.4	-1.5	4	-3	1.3
Cc1cc(C)n(-c2nc(N(C)C)nc(N(C)C)n2)n1	-4	-0.7	-2	13	-2.0	0.3	-5	2	.
Cn1cccc1/C=C1\SC(=S)N(Nc2ccccc2)C1=O	4	-0.6	21	2	12	0.6	6	-11	2.1
CCC1(c2ccccc2)NC(=O)N(CC(=O)Nc2ccc3c(C)cc(=O)oc3c2)C1=O (stereo unspecified)	-3	-4.2	-2	-4	-1.9	0.3	.	-2	0.1
CCOc1ccc(CC(=O)NC2CC(C)(C)N(C)C(C)(C)C2)cc1OCC	-1	i	3	0	-0.3	-0.6	.	-14	-1.2
Cn1c(-c2sc3ccccc3c2Cl)n[nH]c1=S	-16	-0.3	8	-4	1.9	15	5	0&7	.
COc1ccc(/C(O)=C2/C(=O)C(=O)N(c3ccccn3)C2c2ccc(OC)cc2)cc1 (stereo unspecified)	-1	i	6	3	-0.5	0.4	4	.	-0.7
COCC(COS(N)(=O)=O)Cc1ccccc1 (stereo unspecified)	8	5.0	2	0	0.5	-1.0	-3	-15	0.3
N#CC(Cc1ccccc1)(Cc1ccccc1)C(=O)NN	-5	-0.7	-6	8	-1.1	-1.7	4	-4	-0.6
CN(C)c1ccc(C2/C(=C(/O)c3ccccc3)C(=O)C(=O)N2CCCC(=O)O)cc1 (stereo unspecified)	-2	-0.2	5	-3	-1.1	-0.3	-1	.	-2.9
CN(c1ccccc1)S(=O)(=O)c1ccc(NC(=O)c2ccccc2C(=O)O)cc1	6	-0.6	11	0	-0.3	2.1	.	3	1.2
Cc1ccc(N(CC(O)Cn2c3ccccc3c3ccccc32)S(C)(=O)=O)c(C)c1 (stereo unspecified)	-22	.	1	-6	0.5	2.3	2	-6	.
COc1ccc(-c2nc3ccc(C)cn3c2CC(C)(C)C)cc1OC	0	.	-6	.	1.2	.	.	.	-1.4
CC1(C(=O)O)CCC(C(=O)Nc2ccccc2)C1(C)C (stereo unspecified)	-10	-0.7	-1	-8	-0.5	-1.6	0	9	.
CN1C(=S)SC(C)(NO)C1(C)C (stereo unspecified)	-6	-0.6	.	4	-8.8	-0.7	-3	-18	-3.3
O=C(CN1CCOCC1)NCCc1ccccc1	31*	-1.3	3	1	-1.0	-0.7	3	6	1.5
C/C(=N/NS(=O)(=O)c1ccc(Cl)cc1)c1ccncc1	8	i	-5	0	10	-0.9	1	.	0.6
O=C1CCN(S(=O)(=O)c2ccc(Br)cc2)CCN1	-1	-0.2	-2	-2	-1.1	-1.0	8	-7	-0.3
Cc1cc(C)nc(SCCC(=O)Nc2cccc3ccccc23)n1	-6	5.3	7	2	0.4	1.7	1	-18	.
CCC(=O)N1CCN(c2nc3ccccc3s2)CC1	0	i	-2	8	-0.2	-0.3	-1	-11	.
